# RORgamma inh: qHTS for inhibitors of ROR gamma transcriptional activity; Nuclear receptor ROR-gamma (Mus musculus), P51450; Drosophila S2 Gal4-RORgamma UAS-luciferase reporter, 20 h; Potency, µM (titrated, usually from 53.6 µM), inactives show top-dose activity change, negative = inhibition, usual class: inhibitors; 310,000 tested, 5.4% active; AID 2551, 2010; also: potency is read from the fitted curve at half-maximal effect; % is scaled to controls: 0 for no effect and ±100 for the full control effect; nearly all actives have a fitted effect of over 60% in size
# Target sequence (P51450 whole entry, looked up, the tested form may be a part): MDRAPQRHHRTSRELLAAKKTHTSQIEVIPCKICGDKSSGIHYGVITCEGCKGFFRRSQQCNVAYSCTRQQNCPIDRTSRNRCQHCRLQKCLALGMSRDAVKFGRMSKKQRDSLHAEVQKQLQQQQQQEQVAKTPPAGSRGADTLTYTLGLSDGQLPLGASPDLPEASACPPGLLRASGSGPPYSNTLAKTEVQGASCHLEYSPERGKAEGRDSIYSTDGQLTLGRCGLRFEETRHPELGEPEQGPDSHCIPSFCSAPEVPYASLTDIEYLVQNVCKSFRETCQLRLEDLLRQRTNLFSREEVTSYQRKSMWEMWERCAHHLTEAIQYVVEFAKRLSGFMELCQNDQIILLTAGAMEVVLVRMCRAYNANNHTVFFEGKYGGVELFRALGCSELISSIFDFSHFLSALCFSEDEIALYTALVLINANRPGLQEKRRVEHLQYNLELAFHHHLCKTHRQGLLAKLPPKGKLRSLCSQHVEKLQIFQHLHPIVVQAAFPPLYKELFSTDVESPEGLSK
#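 Drosophila S2 cells stably expressing Gal4-DBD/mouse RORγ fusion under metallothionein promoter plus UAS-luciferase; compound 1 h, then 700 uM CuSO4 induction for 20 h at ambient temperature; inhibition read as reduced luminescence.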
# Rab9 prom act: qHTS Assay for Rab9 Promoter Activators; Huh7 Rab9 promoter-luciferase reporter, luminescence, 24 h; AID 485297, 2010; 320,000 tested, 2.8% active; Potency, µM (highest dose often 9.22 µM), for the others: top-dose activation, negative = inhibition, usual class: activators; also: potency is read from the fitted curve at half-maximal effect; % of control where 0% means no effect; nearly all actives have a fitted effect of over 60% in size
#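 Huh7 cells stably carrying Rab9 promoter–luciferase reporter, plated 1500 cells/well, compound added after 2 h and incubated 24 h at 37 °C; luciferase luminescence then read after 10 min with detection reagent.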
# NPC1 prom act: qHTS Assay for NPC1 Promoter Activators | Huh7 NPC1 promoter luciferase reporter, 24 h | Potency, µM (titrated, usually from 9.22 µM), for the others: top-dose activation, usual class: activators | 320,000 tested, 2.4% active | AID 485313, 2010;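 also: potency is read from the fitted curve at half-maximal effect; % of control where 0% means no effect; nearly all actives have a fitted effect of over 60% in size; reporter is driven by a mutant NPC1 promoter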
#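 Luminescence read-out of NPC1 promoter-driven luciferase in stably transfected Huh7 cells; compounds delivered in DMSO and left 24 h at 37C, 5% CO2, qHTS titration format.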
# Gal4-VP16 FLuc: VP16 counterscreen qHTS for inhibitors of ROR gamma transcriptional activity | Potency, µM (highest dose often 53.6 µM), without a hit: top-dose activity, negative = inhibition, most hits filed as inhibitors | Drosophila S2 Gal4-VP16 UAS-luciferase, luminescence, 20 h | 310,000 tested, 3.5% active;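 also: Gal4-VP16 expression switched on by copper sulfate through the metallothionein promoter; potency is read from the fitted curve at half-maximal effect; % is scaled to controls: 0 for no effect and ±100 for the full control effect; nearly all actives have a fitted effect of over 50% in size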
# p53 reactivator: qHTS assay for re-activators of p53 using a Luc reporter; H1299 p53-A138V BP100-luciferase reporter, luminescence, 24 h; Potency, µM (top dose mostly 92.2 µM), inactives show at the top dose activity change, positive = activation, usual class: activators; 320,000 tested, 0.063% active; also: potency is read from the fitted curve at half-maximal effect; % of control where 0% means no effect; nearly all actives have a fitted effect of over 45% in size
#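 p53-null H1299 cells stably carrying temperature-sensitive p53-A138V and a BP100-luciferase reporter were pinned with compounds (4-point, 1:5 series) and held 24 hrs at 37 deg C. Luminescence was read 10 min after detection reagent.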
# BRCA1 expr act: qHTS Assay to Identify Small Molecule Activators of BRCA1 Expression | MCF7-BRCA1-FFLuc reporter, luminescence, 48 h; response scale: scaled: vehicle 0%, 10 µM genistein 100% | Potency, µM (doses to about 46.1 µM), for the others: at the highest dose activation, hits mostly activators | 380,000 tested, 1.1% active | AID 624202, 2012; also: potency is read from the fitted curve at half-maximal effect; nearly all actives have a fitted effect of over 80% in size; some results filed as inactive show a strong effect at the top dose
#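 Activators of BRCA1 expression were detected as increased firefly luciferase luminescence in engineered MCF7 cells after 48 h compound incubation. Signals were scaled to genistein 10 microM as full activation.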
# Tb PFK block: qHTS Assay to Find Inhibitors of T. brucei phosphofructokinase; ATP-dependent 6-phosphofructokinase (Trypanosoma brucei brucei), O15648; T. brucei PFK, ADP-Glo luminescence; Potency, µM (series often up to 57.5 µM), for inactives: at the highest dose activity, negative = inhibition, actives largely listed as inhibitors; 330,000 tested, 0.17% active;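 also: potency is read from the fitted curve at half-maximal effect; 0% = uninhibited 1x PFK enzyme wells and -100% = no-enzyme wells; nearly all actives have a fitted effect of over 60% in size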
#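 PFK 1.25 nM, F6P 0.5 mM, ATP 0.1 mM, 0.1 M TEA pH 8.0, 5 mM MgCl2, 0.01% Tween20, 0.1% BSA; 45 min RT. ADP-Glo readout. qHTS titration up to 57 uM; curves fitted, compounds curve-classed.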
# TRPV1 ag: HTS Assay for Compounds that Act as Agonists of the Vanilloid Receptor 1 | 320,000 tested, 0.19% active | activation, % at 8.33 µM | Transient receptor potential cation channel subfamily V member 1 (Homo sapiens), Q8NER1 | TRPV1-expressing cells, Fluo-8 calcium influx, agonist mode; in the data active = activation above about 80%; inconclusive = between about 30% and that limit; also: 0% is about no effect
#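 TRPV1-expressing cells were cultured overnight at 35.5C and loaded with Fluo-8 calcium dye for 40 to 90 min at room temperature. After a 10 s baseline, compound was added and calcium influx was read kinetically for 3 min (ex 480/em 520 nm).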
# FLuc modulator: qHTS profiling assay for firefly luciferase inhibitor/activator using purifed enzyme and Km concentrations of substrates (counterscreen for miR-21 project); Luciferin 4-monooxygenase (Photinus pyralis), P08659; purified FLuc, Km substrates, luminescence inhibition; Potency, µM (highest dose often 57.5 µM), without a hit: at the top dose activity change, negative = inhibition, usual class: inhibitors; 360,000 tested, 6.9% active;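 also: potency is read from the fitted curve at half-maximal effect; plate controls were vehicle for no effect and reference inhibitor for full effect; nearly all actives have a fitted effect of over 55% in size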
# Target sequence (P08659 whole entry, looked up): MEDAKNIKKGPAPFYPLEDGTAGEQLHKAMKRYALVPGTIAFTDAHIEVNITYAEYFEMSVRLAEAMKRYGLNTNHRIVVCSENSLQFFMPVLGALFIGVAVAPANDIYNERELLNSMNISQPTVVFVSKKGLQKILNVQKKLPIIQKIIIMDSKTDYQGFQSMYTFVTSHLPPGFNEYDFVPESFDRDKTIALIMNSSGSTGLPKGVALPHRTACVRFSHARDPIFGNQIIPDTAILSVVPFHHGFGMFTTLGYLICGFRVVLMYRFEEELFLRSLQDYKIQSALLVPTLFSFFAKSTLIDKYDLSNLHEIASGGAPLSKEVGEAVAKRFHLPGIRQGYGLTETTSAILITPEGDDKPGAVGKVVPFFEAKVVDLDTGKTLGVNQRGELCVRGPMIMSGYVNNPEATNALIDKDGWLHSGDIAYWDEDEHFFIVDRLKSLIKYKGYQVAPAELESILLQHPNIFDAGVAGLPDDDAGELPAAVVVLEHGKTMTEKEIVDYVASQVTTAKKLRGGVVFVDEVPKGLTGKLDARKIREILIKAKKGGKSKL
#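 Biochemical qHTS of compounds, final roughly 60 µM downward over six points, against 10 nM purified firefly luciferase using Km concentrations of substrates (10 uM D-luciferin, 10 uM ATP) in Tris acetate pH 7.5 buffer; luminescence output.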
# ELG1 DNA repair: qHTS screen for small molecules that inhibit ELG1-dependent DNA repair in human embryonic kidney (HEK293T) cells expressing luciferase-tagged ELG1. HEK293T ELG1-luciferase reporter, luminescence, 16 h; DNA damage induced by 5-fluorouridine. Potency, µM (top dose mostly 46.1 µM), for the others: top-dose activity change, negative = inhibition, most hits filed as inhibitors. 330,000 tested, 2.3% active. AID 504467, 2011; also: potency is read from the fitted curve at half-maximal effect; % is scaled to controls: 0 for no effect and ±100 for the full control effect; nearly all actives have a fitted effect of over 55% in size
#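 5-Fluorouridine DNA damage + compound/DMSO, 2,000 cells/well, 16 h, 37 °C/5% CO2. ONE-Glo, 30 min RT, luminescence. Readout = decrease in reporter signal.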
# ELG1 genotoxic: qHTS screen for small molecules that induce genotoxicity in human embryonic kidney (HEK293T) cells expressing luciferase-tagged ELG1; HEK293T ELG1-luciferase reporter, luminescence, 16 h; Potency, µM (titrated, usually from 46 µM), for inactives: top-dose activity change, positive = activation, actives largely listed as activators; 330,000 tested, 1.3% active; also: potency is read from the fitted curve at half-maximal effect; % of control where 0% means no effect; nearly all actives have a fitted effect of over 60% in size
#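 Cells (2,000/well) expressing the ELG1-luciferase fusion are dosed by pin tool and kept 16 hr at 37 °C, 5% CO2. Signal comes from ONE-Glo luciferase reagent after 30 min at room temperature.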
# Active calls of the source: *; u = inconclusive; x = no result given; & = joins results of further samples; [ ] = another dose, or the depositor's remark. Unless noted, calls follow the shape of the dose curve; as a rule, active = well fitted curve in the direction sought with a large enough effect; inconclusive = small, poorly fitted or top-dose-only effect, or another doubt; inactive = no such curve, though single readings can be large; an effect the other way counts as inactive or inconclusive.
Molecule | RORgamma inh | Rab9 prom act | NPC1 prom act | Gal4-VP16 FLuc | p53 reactivator | BRCA1 expr act | Tb PFK block | TRPV1 ag | FLuc modulator | ELG1 DNA repair | ELG1 genotoxic
CC1N(C)c2cc(NC(=O)c3ccco3)c(P(=O)(Nc3ccc([N+](=O)[O-])cc3)N3CCOCC3)cc2C1(C)C (stereo not given) | u | -26% | 1% | -4% | -1% | -71% | -3% | u | 6% | 18µM* | -13%
C=CCn1c(O)c(/C=N/N2CCOCC2)c(=O)[nH]c1=S | -5%[10 µM] | 3% | -5% | 2% | -2% | 22% | 3% | -1 | -1% | -1% | 4%
CC(=O)N1CC(=O)Nc2ccc(Cl)cc2C1c1ccc(F)cc1 (stereo not given) | -11% | 6% | -1% | 8% | -14% | -26% | 4% | x | 3% | -4% | 3%
Oc1c(Cl)cc(Cl)cc1CN1CCN(Cc2ccccc2)CC1 | -27% | 5% | 10% | -13% | 3% | -5% | -2% | 2 | -4% | -3% | -2%
CCOC(=O)C1CCCCC12C(C#N)=C(N)Oc1n[nH]c(C)c12 (stereo not given) | 22% | -1% | 6% | 5% | 13% | -32% | -1% | 1 | 0% | 15% | 1%
CCOc1ccc2nc(N=Nc3c(O)[nH]c(=O)[nH]c3=O)sc2c1 | -4% | 4% | -3% | 0% | -1% | 1% | -5% | -3 | u | -7% | 0%
CN(C)CP(=O)(Nc1ccccc1)N(C)C (stereo not given) | -1% | 4% | 0% | -8% | 0% | 1% | 0% | 1 | -1% | -5% | 1%
CCOP(=O)(CN(CC)CCNP(=O)(OCC)OCC)OCC | 1% | -6% | -3% | -4% | -4% | 13% | -6% | -1 | -1% | 19% | 1%
CCOC(=O)C1CCCN(Cc2ccc(-c3ccccc3)cc2)C1 (stereo not given) | -17%[1.91 µM] | -1% | 1% | -4% | u | 0% | -9% | 3 | -4% | u | -2%
COCCNC(=O)c1c(NC(=O)c2ccc(Br)o2)n(Cc2ccccc2)c2nc3ccccc3nc12 | -84% | 0% | -3% | u | -3% | -9% | 24% | 27 | 2% | u | -5%
COc1ccc(C(=O)NC(=S)N2C[C@H]3C[C@H](C2)c2cccc(=O)n2C3)cc1 | u | 7% | 4% | 13% | x | 7% | -4% | -3 | 1% | 20% | 0%
Cn1c(=O)cc(SCC(=O)N2CCC3(CC2)OCCO3)c2ccc(Cl)cc21 | 21% | -2% | -1% | -7% | -18% | 0% | -4% | 8 | 1% | u | 14%
CCOC(=O)C(O)(c1ccc(N(CC)C(=O)COc2ccccc2)cc1)C(F)(F)F (stereo not given) | 23% | -4% | -1% | -3% | -8% | -1% | -7% | 9 | -1% | -11% | 1%
COc1ccc(CNC(=O)c2ccc(C(C)C)cc2)cc1 | 42% | 2.2µM* | 3.5µM* | -12% | 11% | u | 7% | u | 9.5µM* | u | u
COC(=O)C1=C(c2ccc(OC)c(OC)c2)C[C@@H]2CC[C@H]1N2C(=O)NCCc1ccccc1 | x | 0% | 9% | x | u | 3% | 3% | 22 | -3% | u | 8%
CCCCn1c(=O)c(C(=O)Nc2ncccc2C)c(O)c2ccccc21 | u | 7% | -1% | u | x | -50% | 3% | 2 | 1% | -14% | -8%
Cc1ccc(NP(=O)(c2ccccc2)c2nc3ccccc3s2)cc1 (stereo not given) | 16% | 5% | 0% | -2% | 0% | -12% | 3% | u | u | 0% | 2%
CC(C(=O)O)N(C(=O)c1ccccc1)c1ccc(F)c(Cl)c1 (stereo not given) | 1% | -5% | -3% | 0% | 2% | -1% | 2% | -4 | -1% | -1% | -3%
O=c1[nH]c(=O)n(Cc2ccccc2)c(O)c1C=NCCN1CCNCC1 | 0% | -4% | -5% | 3% | -1% | 6% | -3% | -6 | 2% | 14% | 1%
Cc1cccnc1NC1=NCC(C)S1 (stereo not given) | -42% | -2% | 0% | -5%[0.365 µM] | 0% | 20% | 5% | -4 | 1% | 4% | 1%
CCOC(=O)C1(CCOc2ccccc2)CCN(C2Cc3ccccc3C2)CC1 | -18% | -13% | 0% | 2% | 0% | -50% | 2% | 2 | 5% | u | -11%
COc1cc(OC)c(OC)cc1CNCCc1cccc(F)c1 | -3% | -2% | -4% | 7% | 0% | -12% | 1% | 0 | -1% | -3% | -6%
COc1ccc(CC2(CCc3ccncc3)C(=O)NC(=O)NC2=O)cc1 | -4% | -4% | 1% | -4% | 1% | -6% | 0% | 1 | 0% | -1% | 2%
Clc1cccc(CN2CCCCC2c2cccnc2)c1 (stereo not given) | 0% | -1% | 0% | u | -3% | -11% | -6% | x | -4% | -26% | -6%
CCOP(=O)(OCC)C(NC(C)=O)C(Cl)(Cl)Cl (stereo not given) | -38% | 4% | -3% | -3% | 0% | 5% | -1% | 2 | -2% | 16% | -1%
CC(C)(C)n1cc(C(=O)c2ccccc2)cc1-c1ccccc1 | 6% | -4% | 0% | 10% | -3% | -24% | 4% | u | u | -5% | -3%
Cc1ccc(S(=O)(=O)c2nc(-c3ccccc3Cl)oc2N(C)C2CCN(C)CC2)cc1 | x | x | x | x | 5% | -81% | 0% | x | x | -7% | -6%
c1ccc(CNC2=NCCS2)cc1 | 3% | -7% | -3% | -1% | 8% | -5% | -4% | 1 | -1% | 11% | 1%
Fc1ccc(C2NCCc3[nH]cnc32)cc1 (stereo not given) | 17% | 1% | 0% | 3% | -10% | -2% | -3% | -1 | -1% | 7% | 0%
O=C(c1ccc(N2CC3CC(C2)c2cccc(=O)n2C3)c([N+](=O)[O-])c1)N1CCCCC1 (stereo not given) | -11% | 15% | 0% | 13% | 4% | -1% | -3% | 0 | -1% | 2% | -2%
O=C1NC(=O)N(c2ccccc2)C(=O)/C1=C/C=C/c1ccco1 | u | 14% | 17% | u | -11% | -66% | u | 7 | u | 0% | 15%
O=c1c2ccccc2nc(-c2ccccc2)n1-c1ccccc1 | -6% | -1% | -3% | 4% | -2% | 2% | 1% | 17 | 7% | -13% | -8%
CCCCn1c(O)c(C(C)=Nc2ccc3c(c2)CCC3)c(=O)[nH]c1=O | 15% | -9% | -5% | 2% | -4% | -35% | -2% | 9 | -4% | u | 0%
CCC12CN3CCN(CC(C3)/C1=N/NC(=O)c1ccncc1)C2 | -4% | -5% | -2% | 15% | 0% | 27% | -6% | 19 | 0% | 10% | 4%
O=C1NC(=S)N(c2ccc(F)cc2)C(=O)/C1=C/c1ccco1 | -25% | 2% | -1% | -20% | x | x | 6.7µM* | 3 | u | -11% | -3%
Cc1ccccc1N | 28%&2% | -2% | -2% | -2%&-1% | 3% | 12% | 3% | 2 | 2% | 11% | 3%
CCOP(=O)(OCC)C(NC(=O)c1ccccc1C)C(Cl)(Cl)Cl (stereo not given) | 24% | -11% | 1% | -6% | 12% | 6% | 0% | 2 | 1% | 17% | 0%
O=S1(=O)N(CCN2CC=C(c3c[nH]c4cc(F)ccc34)CC2)c2cccc3c2N1CCC3 | x | -6%[46.1 µM] | -9%[46.1 µM] | x | 4% | -54% | -6% | 4 | 1% | u | -14%
Cc1ccc(-n2c(/C=C/c3ccc4c(c3)OCO4)nc3ccccc3c2=O)cc1 | 12% | -3% | 0% | -9% | -1% | x | 3% | 0 | -20% | 18µM* | -5%
O=c1c2ccccc2nc(-c2ccccc2)n1-c1ccncc1 | -5% | -2% | 0% | 0% | -2% | -1%[1.84 µM] | 0% | 4 | 0% | -11% | -3%
COC1C(OC(=O)c2ccc(C)[nH]2)C(O)C(Oc2ccc3c(O)c(NC(=O)c4ccc(O)c(CC=C(C)C)c4)c(=O)oc3c2Cl)OC1(C)C (stereo not given) | 32% | -6% | -5% | -22% | 0% | -7% | -7% | 9 | u | u | -8%
CCOC(=O)c1c(C)n(Cc2ccco2)c2c1cc(O)c1ccccc12 | u | -4% | 8% | -1% | 1% | -62% | -12% | u | -5% | 7% | 8%
CN1C(=O)C(=Cc2ccc(N3CCOCC3)c([N+](=O)[O-])c2)C(=O)N(C)C1=O | 1% | -6% | -2% | 14% | -4% | x | 0% | 0 | u | -13% | 6%

# Source: PubChem BioAssay (National Center for Advancing Translational Sciences (NCATS))

# Some of the compounds tested; count on the stated rates, not on these rows.
